Screening data (PubChem BioAssay)
GPR55 LPI antagonism: GPR55 antagonists blocking LPI-driven arrestin recruitment, primary screen, imaging, U2OS, beta-arrestin-GFP, LPI agonist (AID 2013). U2OS GPR55 beta-arrestin-GFP translocation imaging, LPI antagonism; higher % means a stronger effect. one-dose inhibition, % at 10 µM; IC50 in µM for titrated hits. 0.13% of 290,000 active;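 active = spots per cell inhibited over 60%, with over 100 cells counted and total cytoplasm intensity under 500,000; inconclusive = wells with under 100 cells, flagged as likely toxic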;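 note: U2OS cells stably carrying GPR55 and arrestin-GFP stimulated by 5 µM LPI near EC80; imaged beta-arrestin-GFP aggregate spots per cell after agonist stimulation; plate controls were LPI-stimulated DMSO wells for no effect and DMSO wells without LPI for full effect; some results filed as inactive read as strong as hits; confirmed hits need IC50 under 10 µM and bright autofluorescent wells are also inconclusive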
Salmonella PhoP GFP: PhoP-dependent GFP reporter repression – Salmonella Typhimurium, primary screen (AID 1863). S. Typhimurium PhoP-regulated promoter GFP reporter, 4 h; higher % means a stronger effect. inhibition, % at 50 µM, or IC50 in µM where a hit was titrated. 0.16% of 300,000 active;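 active = inhibition over 29.93%, a cutoff 3 SD above the screen mean, later confirmed by dose response; inconclusive = inhibition over 29.93% but no dose response follow-up; inactive = inhibition at most 29.93% or unconfirmed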;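 note: 0% = low Mg2+ inducing control and 100% = high Mg2+ repressing control; strong numbers were not always called active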
RSV antiviral HEp-2: inhibition of RSV-induced cytopathic effect – HEp-2 cells, primary 10 µM value included (AID 2391) | HEp-2 cells, RSV-induced CPE inhibition; higher % means a stronger effect | CPE inhibition, % at 10 µM, or IC50 in µM where a hit was titrated | 0.13% of 310,000 active; in the data active = a potency from the dose series; inconclusive = CPE inhibition mostly from about 23% at the one dose, without a potency; inactive = the rest, 99 in 100 with CPE inhibition below about 21%; note: strong numbers were not always called active
HIV peptide binding: inhibitors of HIV fusion peptide binding, primary screen, biochemical, uHTS, fluorescence dequenching (AID 1986). inhibition, % at 20 µM, or IC50 in µM where a hit was titrated. cell-free peptide binding, fluorescence dequenching, 30 min; higher % means a stronger effect. 0.3% of 290,000 active; in the data active = inhibition mostly above about 52%, no sharp cut-off; inactive = mostly below about 76%; note: some results filed as inactive read as strong as hits
Rac1 GTP hydrolysis: MgcRacGAP GTPase-activating activity inhibitors, confirmation, biochemical, ADP Hunter fluorescence; MgcRacGAP-stimulated Rac1 GTP hydrolysis, ADP Hunter fluorescence; higher % means a stronger effect; GST-tagged Rac1 F28L mutant substrate; 0.6% of 340,000 active; AID 624330; inhibition, % at 30 µM, or IC50 in µM where a hit was titrated;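 active = first-screen hits whose inhibition reached a set limit at any dose in the follow-up dose series; inconclusive = inhibition above the set first-screen limit but never retested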;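 note: fluorescence reports GDP produced by GAP-driven GTP hydrolysis; strong numbers were not always called active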
NS5 inhibitors: Dengue-2 NS5 methyltransferase inhibitors, primary screen, biochemical, confirmation dose response (AID 588689) | inhibition, % at 25 µM; hits with a dose series show IC50 in µM | Dengue-2 NS5 methyltransferase capping enzyme assay, biochemical; higher % means a stronger effect | 0.3% of 340,000 active; in the data active = a potency from the dose series; inconclusive = inhibition above about 29% without an active follow-up result
SV40 large T antigen: TAg ATPase/helicase activity blockers – biochemical (AID 1903); inhibition, % at 20 µM, or IC50 in µM where a hit was titrated; SV40 large T antigen ATPase/helicase inhibition assay; higher % means a stronger effect; 0.39% of 310,000 active; in the data active = a potency from the dose series; inconclusive = inhibition mostly from about 32% at the one dose, without a potency; inactive = the rest, 99 in 100 with inhibition below about 32%; note: strong numbers were not always called active
GPR35 arrestin U2OS: inhibition of zaprinast-stimulated GPR35 beta-arrestin translocation – imaging, U2OS, beta-arrestin-GFP, zaprinast agonist, primary screen (AID 2058); U2OS GPR35 beta-arrestin-GFP translocation imaging, zaprinast antagonism; higher % means a stronger effect; 0.052% of 290,000 active; inhibition, % at 10 µM, or IC50 in µM where a hit was titrated;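 active = inhibition of at least 50% with at least 30 cells and total cytoplasm GFP at most 10,000,000; inconclusive = under 30 cells or total GFP of 10,000,000 plus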
K1F lysis inhibition: protection from phage-mediated lysis, alamar blue read-out – E. coli UTI89, K1F phage, bacterial capsule biogenesis inhibitors (AID 488966); 0.02% of 340,000 active; one-dose inhibition, % at 100 µM; IC50 in µM for titrated hits; E. coli UTI89 K1F phage lysis, alamar blue, 2 h; higher % means a stronger effect;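 active = phage lysis inhibition, versus mean bacterial control, above a set limit; inconclusive = no clear call, values can overlap the other calls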;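 note: capsule biogenesis inhibitors block K1F phage lysis so surviving cells raise fluorescence; higher fluorescence means more inhibition of phage lysis; actives were called in the ten point dose series up to 300 µM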
NS5 inhibitors pilot replicate: also measured in NS5 inhibitors; calls as there; inhibition, %; measured here: pilot screen replicate inhibition
Starred values were filed as active, the others as inactive; ? = inconclusive; . = no result given; [ ] = another dose, or the depositor's remark.

SMILES | GPR55 LPI antagonism | Salmonella PhoP GFP | RSV antiviral HEp-2 | HIV peptide binding | Rac1 GTP hydrolysis | NS5 inhibitors | SV40 large T antigen | GPR35 arrestin U2OS | K1F lysis inhibition | others
O=C1COc2ccc(-c3csc(=Nc4ccc(OC(F)F)cc4)n3CC3CCCO3)cc2N1 (centres undefined) | -19% | -7% | 2.4% | 0.4% | 3% | -7% | 4% | 11% | 0.2% | NS5 inhibitors pilot replicate=1.8
Cc1cccc(C2Nc3cccc4cccc(c34)N2)c1 | 7% | 0% | 2.2% | 12% | 20% | 13% | 11% | 6% | 0.5%
O=S(=O)(c1ccc2nc(N3CCN(c4ccc(F)cc4)CC3)ccc2c1)N1CCCCC1 | 0% | -2% | 0.5% | -2.6% | -10% | 7% | 18% | -19% | 0.2%
CCCCN(c1ccccc1)c1ncnc(N)c1[N+](=O)[O-] | 1% | 6% | 5.1% | -1.8% | 2% | 0% | 19% | 2% | 4.9%
COc1cc([N+](=O)[O-])ccc1-c1ccc(/C=N/NC(=O)c2ccccc2O)o1 | 10% | -8% | . | -5.0% | . | . | 8% | 1% | .
CCC1=NN(C(=O)C(=O)Nc2ccc(Br)cc2)C(O)(C(F)(F)F)C1 (centres undefined) | -23% | -1% | 2.2% | 4.9% | 1% | 3% | 10% | -15% | -0.4%
Cc1ccc(C(=O)COC(=O)CNC(=O)c2ccccc2)s1 | . | . | -0.6% | . | 2% | -7% | . | . | 0.4%[50 µM]
C#CCOCCOCCOCCNc1nc(N2CCOCC2)nc(N2CCN(C(=O)[C@H](Cc3cc4ccccc4[nH]3)n3cc([C@@H](N)C(C)CC)nn3)CC2)n1 (some centres undefined) | -6% | -1% | -2.4% | 0.5% | 13% | -9% | 13% | 5% | 0.7%
COc1ccc(C2CC(=O)c3cnn(-c4nc(C)cc(C)n4)c3C2)cc1OC (centres undefined) | 7% | -6% | 5.6% | -0.8% | 9% | -4% | 6% | 7% | -1.5%
O=S(=O)(Nn1cnnc1)c1ccccc1Cl | 17% | -2% | 1.1% | 1.6% | 10% | 5% | -1% | -4% | 0.9%
O=C(CCN1CCCCC1)Nc1ccc(Br)cc1 | 2% | 4% | -0.6% | 5.1% | 4% | 1% | -1% | -4% | 6.1%
COCCNc1nc(N)c([N+](=O)[O-])c(NCCO)n1 | 5% | -3% | 0.0% | 0.0% | 6% | 3% | -8% | 3% | 2.0%[50 µM]
Cc1ccc(N2CC(C(=O)N(C)CC(=O)Nc3ccc(Cl)c(C(F)(F)F)c3)CC2=O)cc1 (centres undefined) | . | 0% | ? | . | 8% | 1% | 14% | . | -1.9%[50 µM]
Cc1ccccc1C(=O)NCC(=O)Nc1ccc(C)c(S(=O)(=O)N2CCCCCC2)c1 | -8% | -2% | 17% | 0.8% | 0% | -5% | 25% | 5% | 0.0%
Cc1cc(C(=O)N2CCC(Cc3ccccc3)CC2)no1 | 17% | -6% | 0.5% | -0.3% | 10% | -1% | 2% | 13% | 0.1%
Cc1n[nH]c(=S)n(/N=C/c2cccs2)c1=O | 16% | -8% | 6.8% | -2.5% | 5% | -11% | 13% | 3% | -1.2%
Cc1ccc(C(=O)c2ccccc2C(=O)O)cc1C | 11% | 1% | 1.0% | -0.2% | 11% | -1% | 3% | 0% | 1.3%
COc1cc(NC(=O)C2CCN(S(=O)(=O)c3ccc(N4CCCC4=O)cc3)CC2)cc(OC)c1 | 10% | -5% | 4.8% | 0.2% | 9% | -12% | 11% | -10% | 0.7%
COc1cccc(-n2c(Cc3cc(=O)[nH]c(=O)[nH]3)nnc2SCC(=O)N2CCC(C)CC2)c1 | -5% | 4% | 0.4% | 0.9% | 4% | 10% | 5% | -20% | 0.0%
Cc1ccc(S(=O)(=O)N2CCN(C(=O)COC(=O)c3ccc(O)cc3)CC2)c(C)c1 | . | -7% | -1.6% | . | 4% | -6% | 6% | . | 1.2%[50 µM]
COc1cc(C2C(C#N)=C(N)Oc3n[nH]c(C)c32)cc2c1OCO2 (centres undefined) | -11% | -13% | 0.9% | 4.1% | 11% | 8% | 25% | 3% | 0.4%
O=C(NNC(=S)NCc1ccco1)c1cccs1 | -2% | 23% | 0.3% | -1.3% | 17% | -6% | 9% | 16% | -1.3%
O=C(N/N=C/c1cccc(OCc2ccccc2)c1)c1ccc(Br)o1 | 16% | -11% | 22% | 2.3% | -3% | 2% | 22% | -4% | -0.1%
O=C1C2C3C=CC(CNS(=O)(=O)c4ccccc4[N+](=O)[O-])(O3)C2C(=O)N1c1ccccc1 (centres undefined) | 13% | 5% | 0.8% | -2.1% | 12% | -6% | 9% | 6% | 0.1%
Cc1cc(C)cc(NC(=O)c2cc(C)nc3ccccc23)c1 | 4% | 8% | 0.9% | 0.6% | 4% | -6% | 6% | 8% | 0.4%
O=C(CC1C(=O)NCCN1CCCc1ccccc1)NCCc1ccccc1Cl (centres undefined) | -12% | 7% | -1.1% | 2.0% | 8% | 5% | 15% | 18% | 0.2%
Cc1ccc(N2C(=O)N(CC(=O)Nc3cc(F)ccc3C)C(=O)C2C)cc1 (centres undefined) | . | -2% | -1.7% | . | 7% | -7% | 10% | . | 1.1%[50 µM]
Cc1ccc(S(=O)(=O)Nc2ccc(N3CCOCC3)cc2)cc1C | -5% | -3% | 1.3% | -1.7% | 1% | 4% | 29% | -3% | -0.1%
Cc1ccc(S(=O)(=O)N2CCN(C(=O)c3ccc4ccccc4n3)CC2)c(C)c1 | . | . | 6.5% | . | 11% | -7% | . | . | 0.1%[50 µM]
Cc1cc(N2CCN(c3ccccn3)CC2)n2c(nc3ccccc32)c1C#N | -11% | -6% | . | 1.9% | 12% | 9% | 19% | -6% | 0.2%
CC(Oc1ccccc1)c1ccnn1S(=O)(=O)c1ccccc1 (centres undefined) | 31% | 7% | 0.4% | 4.7% | -7% | 4% | 9% | 17% | -0.5%
Cc1nnc(SCC(=O)N2CCCc3ccccc32)[nH]c1=O | 3% | 2% | 0.4% | 1.5% | 4% | -9% | 5% | -1% | 0.4% | NS5 inhibitors pilot replicate=-2.7
CC1CCCC(NC(=O)C2CCN(S(=O)(=O)N3CCOCC3)CC2)C1C (centres undefined) | -10% | -4% | -0.3% | -1.4% | 0% | -1% | 3% | 8% | 1.0%
Cn1nc([N+](=O)[O-])nc1Oc1ccc(C(C)(C)C)cc1 | 3% | -3% | 0.9% | -1.3% | 4% | 1% | 2% | -6% | -0.2%
Cc1sc2nc(CSCC(=O)Nc3c(F)cccc3F)[nH]c(=O)c2c1C | . | -2% | 0.8% | . | -4% | 15% | 7% | . | 0.4%[50 µM]
COc1ccc(CNC(=O)C2CCN(c3nc(OC)nc(OC)n3)CC2)cc1 | 17% | 24% | 1.1% | -2.0% | 7% | 0% | -4% | 0% | -0.8%
CCN(Cc1ccccc1)C(=O)Cn1c(=O)n(CC(=O)NCc2ccco2)c(=O)c2sccc21 | 11% | -1% | 0.8% | 0.7% | 4% | 1% | 0% | -4% | 0.0% | NS5 inhibitors pilot replicate=0.9
CCN(CC)CCn1c(-c2ccc(C)cc2)nc(=S)c2c1CC(C)(C)OC2 | -5% | -4% | . | -0.8% | 3% | -5% | 23% | -1% | 2.2%
CN(Cc1ccc(F)cc1)C(=O)c1cccc(S(=O)(=O)N2CCN(Cc3ccccc3)CC2)c1 | . | -2% | 22% | . | 2% | -4% | 13% | . | -0.5%[50 µM]
COc1ccc(OC)c2[nH]c(=O)c(CCNC(=O)c3ccc(S(=O)(=O)N4CCCCC4)cc3)cc12 | -12% | 14% | 0.0% | -1.4% | 2% | -4% | 7% | -1% | 0.5%
CNC(=S)SCCOc1ccc(C)cc1 | 0% | 6% | 0.9% | 0.1% | -5% | 7% | 9% | -16% | -0.4%
CCc1nc(Nc2ccc(OC)cc2OC)c2oc3ccccc3c2n1 | -2% | . | -0.8% | 0.5% | 5% | -3% | 6% | 17% | 0.1%
CC(=O)Nc1ccccc1C(=O)C(=O)Nc1ccc(Cl)cc1 | 3% | 5% | -2.7% | -1.4% | 1% | 4% | 9% | -7% | 1.5%
CC1CCN(c2ncnc3ccccc23)CC1 | -2% | -3% | 7.6% | 0.7% | -2% | -7% | 16% | -12% | 0.0%
Cc1c(NC(=S)Nc2cccc(Cl)c2)c(=O)n(-c2ccccc2)n1C | 14% | 4% | -0.7% | -0.7% | 9% | -2% | 16% | 7% | 0.3%
Cc1ccc(S(=O)(=O)NCCN(CCNS(=O)(=O)c2ccc(C)cc2)S(C)(=O)=O)cc1 | 15% | -4% | 1.6% | 2.5% | 7% | -9% | 2% | -1% | 0.6%
COc1ccccc1C(=O)NCCC(=O)N1CCCC(C)C1 (centres undefined) | -5% | -1% | 0.9% | 0.8% | 5% | 3% | 7% | -10% | 0.2%
CCOC(=O)C1(CC/C(C)=N\NC(N)=O)CC(C)OC1=O (centres undefined) | 2% | 4% | 0.8% | -1.1% | -2% | 2% | 5% | -2% | 2.7%
COc1ccc(-c2csc3nc(-c4cccnc4)nc(N4CCC(C(N)=O)CC4)c23)cc1OC | 4% | -14% | 6.6% | -1.5% | 9% | -7% | 10% | 0% | -0.1%
CCOc1ccc(N2CC(C(=O)Nc3ccccc3N3CCOCC3)CC2=O)cc1 (centres undefined) | -26% | 8% | 1.4% | 2.2% | 8% | 4% | 20% | 0% | 0.2%
O=C(COC(=O)COc1ccccc1)NCc1ccccc1 | -1% | 2% | -1.1% | 1.4% | 5% | -5% | 7% | -8% | 0.1%
Oc1ccc2nc(Cc3ccccc3)[nH]c2c1 | 19% | 5% | -0.3% | -0.2% | ? | 5% | ? | 6% | 0.4%
COCCN(Cc1cc2cc(C)c(C)cc2nc1Cl)C(=O)Nc1ccccc1 | -12% | -11% | 0.2% | 5.1% | 5% | -1% | 1% | 20% | 0.2%[50 µM]
CCc1cc(C(=O)N(CC(C)C)c2c(N)n(Cc3ccccc3)c(=O)[nH]c2=O)sc1C | . | 3% | 3.0% | . | 9% | -1% | -1% | . | 0.2%[50 µM]

Not a hit list; any-hit rate near 1.5%.
